High-throughput results deposited in PubChem BioAssay by several laboratories.
FadD28 binding = blocks FadD28 binding to the bisubstrate probe; fluorescence polarization; inhibition, % at 12.5 µM; 360,000 tested, 0.22% active; AID 588549; in the data active means inhibition above about 8.5%, passing the limit was not always enough; inconclusive means no clear call, values can overlap the other calls
Mtb UGM inh = inhibitors of M. tuberculosis UDP-galactopyranose mutase. P9WIQ1. purified UGM, fluorescence polarization probe displacement. inhibition, % at 10 µM. 320,000 tested, 0.06% active. AID 504406; in the data active means inhibition above about 10%, passing the limit was not always enough; inconclusive means no clear call, values can overlap the other calls
MazEF act = increases E. coli MazEF RNase cleavage of RNA. P0AE70. AID 504720. FAM/BHQ RNA-DNA oligo cleavage fluorescence, 5 h. activation, % at 20 µM. 350,000 tested, 0.32% active; in the data active means activation above about 50%
Target sequence (P0AE70 whole entry, looked up): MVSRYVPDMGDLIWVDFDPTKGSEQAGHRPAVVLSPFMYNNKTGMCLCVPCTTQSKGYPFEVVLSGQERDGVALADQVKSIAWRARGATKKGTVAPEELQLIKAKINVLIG
FBA Mtb inh = inhibitors of M. tuberculosis fructose-bisphosphate aldolase; purified M. tuberculosis FBA, fluorescence read-out; inhibition, % at 1 µM; 360,000 tested, 2.3% active; in the data active means inhibition above about 27%;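 further: 0% = vehicle and 100% = reference inhibitor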
Target sequence (P9WQA3 whole entry, looked up): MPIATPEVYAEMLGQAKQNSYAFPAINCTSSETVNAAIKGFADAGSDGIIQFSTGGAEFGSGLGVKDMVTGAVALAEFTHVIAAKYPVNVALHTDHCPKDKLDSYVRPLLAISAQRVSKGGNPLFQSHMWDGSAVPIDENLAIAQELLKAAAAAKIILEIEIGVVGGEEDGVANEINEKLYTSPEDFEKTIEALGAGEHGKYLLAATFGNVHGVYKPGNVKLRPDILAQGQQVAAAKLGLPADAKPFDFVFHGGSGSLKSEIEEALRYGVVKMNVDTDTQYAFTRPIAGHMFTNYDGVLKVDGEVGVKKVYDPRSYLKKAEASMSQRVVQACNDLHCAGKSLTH
PrPC TRFRET = inhibitors of human cell surface prion protein PrPC | P04156 | TR-FRET read-out | inhibition, % at 13.8 µM | 370,000 tested, 0.43% active | AID 720596; in the data active means inhibition above about 24%; further: 0% = median of the test wells and 100% = reference compound wells
Mtb BioA inh = BioA (M. tuberculosis) enzyme inhibition. purified M. tuberculosis BioA enzyme, plate reader. inhibition, % at 9.99 µM. 360,000 tested, 0.096% active. AID 602481; in the data active means inhibition above about 40%; inconclusive means no clear call, values can overlap the other calls
Rv3671c protease = inhibits the M. tuberculosis serine protease Rv3671c | P9WHR9 | AID 2606 | 320,000 tested, 0.048% active | inhibition, % at 5.96 µM; in the data active means inhibition above about 38%;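 further: extracellular domain of Rv3671c used as enzyme; 0% = enzyme with DMSO and 100% = no enzyme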
Target sequence (P9WHR9 whole entry, looked up, the tested form may be a part): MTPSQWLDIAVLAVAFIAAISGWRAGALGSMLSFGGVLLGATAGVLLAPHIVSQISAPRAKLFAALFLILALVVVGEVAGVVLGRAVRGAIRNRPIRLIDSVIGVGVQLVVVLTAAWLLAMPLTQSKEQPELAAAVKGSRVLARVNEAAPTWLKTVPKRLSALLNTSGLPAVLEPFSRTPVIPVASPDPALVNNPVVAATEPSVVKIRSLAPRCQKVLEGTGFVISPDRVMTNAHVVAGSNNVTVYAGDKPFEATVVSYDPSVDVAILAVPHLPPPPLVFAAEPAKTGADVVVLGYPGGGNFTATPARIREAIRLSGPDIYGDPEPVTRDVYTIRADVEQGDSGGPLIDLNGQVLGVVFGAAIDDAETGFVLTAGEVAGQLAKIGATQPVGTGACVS
BoNT F protease = inhibitors of Botulinum neurotoxin F light chain protease. Multiplex microsphere protease cleavage assay, flow cytometry. inhibition, % at 10 µM. 360,000 tested, 0.22% active. AID 588497; in the data active means inhibition above about 35%, passing the limit was not always enough; inconclusive means no clear call, values can overlap the other calls; further: plate controls were buffer without enzyme for full effect and enzyme alone for no effect
GDH-TPI inh = inhibits GDH-TPI coupling enzymes, artifact for Mtb FBA screen | inhibition, % at 4.8 µM | 360,000 tested, 1.2% active | GDH-TPI coupled enzyme counterscreen, NADH absorbance; in the data active means inhibition above about 30%;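 further: 0% = DMSO wells and 100% = wells lacking the enzyme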
The depositor's hits bear a star; ? = inconclusive; / = not tested or not shown.

#1 CC1Cc2ccccc2N1C(=O)c1ccc2nccnc2c1 (stereo unspecified)
#2 Cc1cc(C)n(-c2nc(N(c3ccccc3)c3ccccc3)nc(-n3nc(C)cc3C)n2)n1
#3 COc1cc(OC)cc(-c2nnc(SCC(=O)N3CCCCC3)o2)c1
#4 OCCCNC(=S)Nc1ccc(Nc2ccccc2)cc1
#5 COc1ccc(Cc2nc3ccc(C(=O)NC(C)c4cn(C)nc4C)cc3o2)cc1 (stereo unspecified)
#6 CC(=O)NCCNc1nc2cc(-c3ccsc3)sc2c(=O)n1C
#7 Cc1ccc(N(CC(N)=O)C2SC(=O)NC2=O)cc1 (stereo unspecified)
#8 CN1CCC(N(C)C(=O)c2ccc(Cl)c(S(=O)(=O)Nc3cc(Cl)ccc3Cl)c2)CC1

compound no.	1	2	3	4	5	6	7	8
FadD28 binding	-2.1	-0.1	-2.8	-4.5	-4.5	-4.7	-0.6	-3.8
Mtb UGM inh	0.8	-1.3	0.2	-1.0	-4.0	/	1.3	1.5
MazEF act	-3	-15	5	4	5	/	5	7
FBA Mtb inh	-2	1	0	-2	-4	2	1	3
PrPC TRFRET	-11	/	2	-12	4	-20	7	-4
Mtb BioA inh	0.3	/	-0.3	3.6	1.8	0.3	/	1.5
Rv3671c protease	/	-5	-7	2	5	/	-4	-1
BoNT F protease	?	-5	-8	-4	-2	-1	-4	-6
GDH-TPI inh	10	6	-1	-6	-6	18	13	-12

#9 CC(NCc1cccs1)C(=O)NC1CCCCC1 (stereo unspecified)
#10 COC(=O)C1=C(c2ccc(Cl)c(C(F)(F)F)c2)C[C@@H]2CC[C@H]1N2C(=O)NC1CCCCC1
#11 O=C(CN1CCN(Cc2ccccc2)CC1)NC(=O)NCc1ccco1
#12 Nc1nn(-c2cccc(F)n2)cc1-c1ccccc1
#13 COC(=O)C1=C(c2cc3ccccc3o2)C[C@@H]2CC[C@H]1N2C
#14 COc1ccc(S(=O)(=O)N2CCCCCC2)cc1C(=O)N1CCCCC1
#15 CCOCC(O)CS(=O)Cc1ccccc1 (stereo unspecified)
#16 COc1ccc(C(C)n2c(C)c3c(C)nnc(C)c3c2C)cc1 (stereo unspecified)

compound no.	9	10	11	12	13	14	15	16
FadD28 binding	-2.1	-6.4	0.9	-0.3	-2.6	0.9	0.5	-1.7
Mtb UGM inh	-2.9	2.5	-0.4	/	0.8	-0.7	5.2	1.3
MazEF act	4	-1	-16	4	-8	4	8	6
FBA Mtb inh	4	9	-1	-2	-1	3	3	7
PrPC TRFRET	4	11	-11	7	-9	-3	-6	-5
Mtb BioA inh	/	0.2	-1.4	-1.0	2.6	-1.1	/	13
Rv3671c protease	6	-13	2	/	-3	3	1	-3
BoNT F protease	0	-2	-2	0	-2	2	-8	-5
GDH-TPI inh	2	10	12	-5	5	5	-2	12

#17 CCC(=O)Nc1nc(-c2ccccc2)ns1
#18 COc1ccc(C(c2sc3nc(C)nn3c2O)N2CCC(O)CC2)cc1OC (stereo unspecified)
#19 Cc1nn(-c2ccccc2)c(N)c1N=Nc1ccc(Cl)cc1
#20 Cc1c(C(=O)O)[nH]c2ccc([N+](=O)[O-])cc12
#21 CCOC(=O)c1oc2ccccc2c1COC(=O)CNC(=O)c1cccc(C)c1
#22 OCC(O)CN(c1ccccc1)c1ccccc1 (stereo unspecified)
#23 CC(=O)c1ccc(NC(=S)N2CCC(Cc3ccccc3)CC2)cc1
#24 COc1cc(C(=O)NCc2nnc(SCC(=O)Nc3cc(C)on3)o2)cc(OC)c1OC

compound no.	17	18	19	20	21	22	23	24
FadD28 binding	-1.1	0.5	-2.2	-1.4	-3.2	-0.5	-0.5	-3.6
Mtb UGM inh	1.0	-1.6	0.0	/	-2.5	-4.7	0.9	-1.6
MazEF act	-3	-1	-4	4	-1	7	5	6
FBA Mtb inh	-2	5	-6	1	6	6	-1	-4
PrPC TRFRET	13	-6	-3	-3	-2	7	8	4
Mtb BioA inh	/	-0.7	-0.6	/	1.8	-1.2	/	-1.8
Rv3671c protease	-8	4	0	/	6	0	5	-2
BoNT F protease	2	-13	-4	8	6	-1	?	-7
GDH-TPI inh	-8	7	8	12	-8	-4	6	5

#25 NS(=O)(=O)c1ccc(NC(=O)COC(=O)COc2ccc3ccccc3c2)cc1
#26 CC(NC(=O)c1cccc(S(=O)(=O)N2CCN(C)CC2)c1)c1ccc(Cl)cc1Cl (stereo unspecified)
#27 COCCN1CCc2[nH]c(=S)[nH]c(=O)c2C1
#28 O=C1C(CCc2ccccc2)ON=C(c2cnccn2)N1Cc1ccc(F)cc1 (stereo unspecified)
#29 COc1ccc(-n2c(=O)c3c4c(sc3n3c(=S)[nH]nc23)CCC4)cc1
#30 COc1cccc(C2C(C(=O)c3cccs3)=C(O)C(=O)N2c2cc(C)on2)c1 (stereo unspecified)
#31 CC(C)(C)CC(=O)Nc1nc(C(N)Cc2ccc(C(F)(F)F)cc2)cs1 (stereo unspecified)
#32 COc1cccc(-n2nc(-c3ccnn3-c3ccc(F)cc3)c(=O)n(C)c2=O)c1

compound no.	25	26	27	28	29	30	31	32
FadD28 binding	-3.3	-3.1	-1.3	-1.1	-2.4	1.8	-3.5	-2.8
Mtb UGM inh	1.3	-0.2	7.3	/	-0.1	3.8	/	3.1
MazEF act	-1	-6	0	/	4	-3	/	6
FBA Mtb inh	42*	-1	8	3	0	5	-1	2
PrPC TRFRET	5	3	1	1	-4	13	-10	-3
Mtb BioA inh	-0.7	3.2	/	-2.5	/	-5.6	1.5	/
Rv3671c protease	-5	3	3	/	-6	2	/	-6
BoNT F protease	-2	-2	-6	1	?	-31	-16	3
GDH-TPI inh	5	-1	4	12	0	8	11	1

#33 Cc1c(O)c(=O)ccn1Cc1ccccc1
#34 O=c1cc(CN2CCC3(CC2)OCCO3)c2c(ccc3ccccc32)o1
#35 O=C(CCn1c(=O)oc2ccccc21)Nc1ccc2c(c1)OCCO2
#36 CCc1ccc(NC(=O)CN2CC(c3ccccc3)CC2=O)cc1 (stereo unspecified)
#37 O=C(CNC(=O)c1cccs1)NCC(=O)OCc1c(Cl)cccc1Cl
#38 Cc1cc(NC(=O)c2ccc(F)cc2)ccc1NC(=O)c1ccco1
#39 CC12CCC(C(=O)Nc3ccccc3-n3cccc3)(CC1=O)C2(C)C (stereo unspecified)
#40 CCc1nc2ccc(C(=O)N(C)Cc3ccco3)cn2c1N(C)C(=O)Cc1ccccc1

compound no.	33	34	35	36	37	38	39	40
FadD28 binding	-0.4	-1.0	-1.1	0.2	1.1	-0.5	1.0	-4.3
Mtb UGM inh	-1.4	1.3	1.0	1.6	-1.1	-0.2	-3.3	/
MazEF act	3	-5	6	6	4	8	6	/
FBA Mtb inh	7	3	-2	4	1	0	-4	-3
PrPC TRFRET	15	9	-4	-4	-3	-3	-7	-8
Mtb BioA inh	-2.3	0.3	-0.5	1.5	-4.1	4.9	/	4.3
Rv3671c protease	-6	0	1	3	-3	3	-4	/
BoNT F protease	-7	?	2	-2	3	-2	-2	6
GDH-TPI inh	4	16	0	12	-4	2	7	9

From compound 33 to 40, as listed above:
#33 Cc1c(O)c(=O)ccn1Cc1ccccc1
#34 O=c1cc(CN2CCC3(CC2)OCCO3)c2c(ccc3ccccc32)o1
#35 O=C(CCn1c(=O)oc2ccccc21)Nc1ccc2c(c1)OCCO2
#36 CCc1ccc(NC(=O)CN2CC(c3ccccc3)CC2=O)cc1 (stereo unspecified)
#37 O=C(CNC(=O)c1cccs1)NCC(=O)OCc1c(Cl)cccc1Cl
#38 Cc1cc(NC(=O)c2ccc(F)cc2)ccc1NC(=O)c1ccco1
#39 CC12CCC(C(=O)Nc3ccccc3-n3cccc3)(CC1=O)C2(C)C (stereo unspecified)
#40 CCc1nc2ccc(C(=O)N(C)Cc3ccco3)cn2c1N(C)C(=O)Cc1ccccc1

compound no.	33	34	35	36	37	38	39	40
FadD28 binding	-0.4	-1.0	-1.1	0.2	1.1	-0.5	1.0	-4.3
Mtb UGM inh	-1.4	1.3	1.0	1.6	-1.1	-0.2	-3.3	/
MazEF act	3	-5	6	6	4	8	6	/
FBA Mtb inh	7	3	-2	4	1	0	-4	-3
PrPC TRFRET	15	9	-4	-4	-3	-3	-7	-8
Mtb BioA inh	-2.3	0.3	-0.5	1.5	-4.1	4.9	/	4.3
Rv3671c protease	-6	0	1	3	-3	3	-4	/
BoNT F protease	-7	?	2	-2	3	-2	-2	6
GDH-TPI inh	4	16	0	12	-4	2	7	9

Additional compounds
#41 CC(C)(C)c1nc(-c2ccccc2)nc2c1OCCC2
#42 COc1ccc(C(C(=O)Nc2ccc(C(C)C)cc2)N(C)C(=O)c2ccc(=O)[nH]c2)cc1 (stereo unspecified)
#43 O=C(CN1CCN(S(=O)(=O)c2ccc(Br)cc2)CC1)N/N=C/c1ccc(Br)s1
#44 O=C1c2ccccc2NC(c2ccccc2O)N1NS(=O)(=O)c1ccccc1 (stereo unspecified)
#45 COc1ccc(CCNC(=O)CCC(=O)c2cccs2)cc1OC
#46 c1ccc(Cc2nnc3sc(-c4ccncc4)nn23)cc1
#47 CN(C)c1ccc(-c2ccc3c(=O)c4ccccc4n(C)c3c2)cn1
#48 C=CCN(c1cccc(C(F)(F)F)c1)S(=O)(=O)c1cccc(C(=O)OCC(=O)NCCC)c1

compound no.	41	42	43	44	45	46	47	48
FadD28 binding	0.4	0.3	-3.7	-1.5	-1.1	-1.6	-2.8	-9.9
Mtb UGM inh	-0.2	-1.1	0.5	0.1	-7.1	-0.7	0.9	0.4
MazEF act	8	4	0	7	4	1	-28	0
FBA Mtb inh	1	-2	-6	7	-4	3	11	-3
PrPC TRFRET	-3	-8	-13	3	4	-3	-8	8
Mtb BioA inh	-1.3	/	/	/	2.1	/	0.2	/
Rv3671c protease	1	15	-2	1	-4	2	1	0
BoNT F protease	-6	-5	-5	-9	/	0	3	-2
GDH-TPI inh	-7	1	23	12	2	7	15	-2

#49 C=CCOc1ccc(/C=C/C(=O)OCC(=O)NCc2cccs2)cc1
#50 Cc1ccc(S(=O)(=O)N(C)c2ccc(C(=O)NCC(c3ccco3)N3CCCC3)cc2)cc1 (stereo unspecified)
#51 O=C(Nc1ccc(F)cc1)NC1CCCCCCC1
#52 COC(=O)C1=C(C)OC(N)=C(C#N)C1C1CCCCC1 (stereo unspecified)
#53 CCOc1ccc(NC(=O)CN(C)C(=O)c2ccccc2OCc2cccc(C)c2)cc1OCC
#54 Cc1nc2c(OCC(=O)c3ccc(F)cc3)cccn2c1N(C)Cc1cccs1
#55 Cc1cc(S(=O)(=O)NCC2CCCO2)c(C)cc1Br (stereo unspecified)
#56 CCCCCCn1c(=O)n2n(c1=O)C[C@]1(OC(=O)NCc3ccc(OC)c(OC)c3)CN(S(=O)(=O)c3ccc(C)cc3)C[C@]1(O)C2
#57 COc1c(-c2ccc(O)cc2)oc2cc(O)cc(O)c2c1=O
#58 COC(=O)Cc1[nH]n(-c2ccccc2)c(=O)c1C=Nc1ccc(C)cc1
#59 O=C(CN1C(=O)NC2(CCc3ccccc32)C1=O)NCc1ccc(Cl)cc1 (stereo unspecified)

compound no.	49	50	51	52	53	54	55	56	57	58	59
FadD28 binding	-1.2	-2.6	2.3	-1.3	-2.0	-3.9	-2.8	-2.5	-2.9	-0.8	-1.3
Mtb UGM inh	0.4	/	-3.9	0.6	2.1	/	-5.8	/	1.1	-2.0	-3.9
MazEF act	-12	-3	3	2	-4	/	4	3	-3	2	-1
FBA Mtb inh	1	2	1	2	2	0	0	-1	3	3	1
PrPC TRFRET	1	-6	8	4	10	-2	7	3	-7	5	4
Mtb BioA inh	/	-0.8	-1.3	-1.7	-0.5	0.0	-0.5	0.4	0.1	-2.0	13
Rv3671c protease	-5	/	/	4	2	/	7	/	-10	1	7
BoNT F protease	9	-6	1	-1	?	-1	11	-10	-4	-4	-1
GDH-TPI inh	14	4	4	7	4	1	7	5	24	40*	0
